USP2a inh: blocks human ubiquitin-specific protease USP2a. USP2 core, Ub-CHOP2 coupled fluorogenic reporter, 485/531. Potency, µM (top dose mostly 38.3 µM), inactives show at the highest dose activity change, negative = inhibition, hits mostly inhibitors. hit rate 0.01% among 330,000. O75604;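 also: potency is read from the fitted curve at half-maximal effect; plate controls were DMSO wells for no effect and full inhibition by NEM control for full effect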
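USP2 core (10nM final) preincubated 30min RT with compound in 20mM Tris-HCl pH 8.0, 2mM CaCl2, 2mM beta-mercaptoethanol, 0.05% CHAPS; 25nM Ub-CHOP2 plus 25nM reporter substrate added, fluorescence (Ex485/Em531) read after 60min.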
B2AR arrestin: agonists driving beta-arrestin recruitment to human beta2-adrenergic receptor; beta-arrestin recruitment to beta2AR, cell-based reporter; Potency, µM (top dose mostly 46.1 µM), for the others: at the top dose activation, actives largely listed as activators; hit rate 0.02% among 330,000; AID 492947;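 also: potency is read from the fitted curve at half-maximal effect; 0% = DMSO controls and full agonism = EC100 isoproterenol or metaproterenol; nearly all actives have a fitted effect of over 65% in size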
Giardia kill: Giardia lamblia killing | Giardia lamblia trophozoite viability | activity change, % at 7.66 µM, hits read low | hit rate 0.15% among 340,000; in the data active = activity change below about -80%; inconclusive = between about -30% and that limit;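 also: parasites exposed to compound for two days anaerobically before the ATP read; % is scaled to controls: 0 for no effect and ±100 for the full control effect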
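Luminescent ATP signal served as the viability read-out, measured 15-30 min after adding ATP detection reagent to trophozoites that had been incubated with compounds for 48 hrs at 37 deg C anaerobically at 100 cells/well.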
CXXC DNA block: inhibitors of human MLL CXXC domain-DNA interaction; AID 2662; MLL-CXXC / FITC-HOXA9 DNA fluorescence polarization; Q03164; Potency, µM (top dose mostly 115 µM), for the others: at the top dose activity change, negative = inhibition, actives largely listed as inhibitors; hit rate 0.037% among 290,000; active = well fitted inhibition curve with a large enough effect in the polarisation, with a control signal flat, not every such curve was filed as active; inconclusive = small, poorly fitted or top-dose-only effect, or effect the other way, or a change in a side signal; inactive = no such curve, though single readings can be large or run the other way; the % refers to the polarisation; also: potency is read from the fitted curve at half-maximal effect
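Fluorescence polarization: 7 uM MLL-CXXC (stock) preincubated 5 min with compounds, then 50 nM fluorescein-HOX-A9 DNA (stock) added; 30 min ambient. Buffer 50 mM Tris-HCl pH 7.5, 50 mM NaCl, 1 mM DTT, 0.05% BSA.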
Coupling enz: counter-screen for Giardia aldolase inhibitors: coupling enzyme system | activity change, negative = inhibition, % at 58.2 µM, hits read low | coupling enzyme system counterscreen, AmpLite Red fluorescence | hit rate 0.67% among 290,000 | AID 2472; in the data active = activity change below about -30%; also: % is scaled to controls: 0 for no effect and ±100 for the full control effect
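Compounds tested against the coupling enzymes alone at 57.5 uM final; readout was AmpLite Red fluorescence (525/598 nm) after 20 min at RT.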
PKM2 activator: increases activity of human pyruvate kinase M2; Potency, µM (top dose mostly 57.5 µM), for the others: at the highest dose activation, usual class: activators; purified PKM2, Kinase-Glo ATP luminescence, activation; response scale: 0% is enzyme alone, no compound; AID 1631; P14618; hit rate 0.34% among 260,000; also: potency is read from the fitted curve at half-maximal effect; % is scaled to controls: 0 for no effect and ±100 for the full control effect; nearly all actives have a fitted effect of over 55% in size
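ATP formation by purified human PK-M2, quantified via coupled luciferase luminescence after 1 h at room temperature with 0.1 mM ADP and 0.5 mM PEP final.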
KCNH2 3.1 inh: KCNH2 3.1 (human) potassium channel inhibition. U2OS KCNH2 3.1, thallium flux FluxOr; hits give low values. activity change, % (tested at about 1.8 µM). AID 720553. hit rate 0.95% among 340,000;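 active = maximum activity change below -70%; inconclusive = maximum activity change from -70% to -50%; inactive = maximum activity change above -50%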;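 also: thallium influx rate constant from kinetic fluorescence after stimulation buffer; % is scaled to controls: 0 for no effect and ±100 for the full control effect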
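Normalized rate constant (relative to positive and negative DMSO controls) derived from a 2 min kinetic fluorescence read after stimulation; U2OS cells expressing the 3.1 isoform via virus at 1.77 x 10^8 /mL.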
KCNH2 WT inh: KCNH2 (human, wildtype) channel inhibition; Q12809; U2OS, BacMam KCNH2, thallium flux FluxOr; hits give low values; activity change, % at 1.84 µM; hit rate 0.37% among 340,000;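 active = maximum activity change below -70%; inconclusive = maximum activity change between -70% and -50%; inactive = maximum activity change above -50%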; also: % is scaled to controls: 0 for no effect and ±100 for the full control effect
Target sequence (Q12809 whole entry, looked up): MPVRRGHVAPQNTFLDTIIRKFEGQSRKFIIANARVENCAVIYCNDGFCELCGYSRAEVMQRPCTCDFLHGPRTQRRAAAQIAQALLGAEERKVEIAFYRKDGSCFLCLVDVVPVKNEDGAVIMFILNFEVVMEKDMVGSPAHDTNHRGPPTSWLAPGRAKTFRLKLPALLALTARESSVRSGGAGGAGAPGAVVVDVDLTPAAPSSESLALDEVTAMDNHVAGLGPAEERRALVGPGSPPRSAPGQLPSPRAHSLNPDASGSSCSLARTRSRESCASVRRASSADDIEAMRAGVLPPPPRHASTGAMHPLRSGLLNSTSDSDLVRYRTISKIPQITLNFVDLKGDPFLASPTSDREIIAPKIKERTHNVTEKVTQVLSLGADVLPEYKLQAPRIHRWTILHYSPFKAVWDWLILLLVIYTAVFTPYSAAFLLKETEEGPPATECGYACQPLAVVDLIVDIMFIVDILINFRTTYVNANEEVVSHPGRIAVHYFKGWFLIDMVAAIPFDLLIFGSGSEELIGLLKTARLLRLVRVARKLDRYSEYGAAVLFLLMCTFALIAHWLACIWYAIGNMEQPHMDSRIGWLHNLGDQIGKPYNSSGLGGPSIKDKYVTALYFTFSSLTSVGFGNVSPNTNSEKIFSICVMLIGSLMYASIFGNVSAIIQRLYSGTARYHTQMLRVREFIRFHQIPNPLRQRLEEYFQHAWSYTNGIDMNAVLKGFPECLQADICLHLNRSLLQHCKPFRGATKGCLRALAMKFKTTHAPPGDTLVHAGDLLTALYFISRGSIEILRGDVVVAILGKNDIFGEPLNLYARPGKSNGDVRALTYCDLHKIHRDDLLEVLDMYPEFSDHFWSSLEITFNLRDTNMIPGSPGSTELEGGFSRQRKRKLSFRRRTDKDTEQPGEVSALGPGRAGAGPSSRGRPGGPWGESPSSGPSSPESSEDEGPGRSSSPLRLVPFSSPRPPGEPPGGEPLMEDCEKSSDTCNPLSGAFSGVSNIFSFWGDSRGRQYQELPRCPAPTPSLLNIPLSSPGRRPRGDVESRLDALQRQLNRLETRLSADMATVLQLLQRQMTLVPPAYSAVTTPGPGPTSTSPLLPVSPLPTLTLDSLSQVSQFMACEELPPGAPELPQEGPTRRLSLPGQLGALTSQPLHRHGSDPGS
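U2OS cells were transduced with wild-type KCNH2 virus (2.03 x 10^8 / mL) for 4 h at room temperature, then cultured overnight at 37 C. Thallium flux was read with FluxOr dye. Rate constants were normalized to DMSO controls.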
TRPV1 ag: agonists of human vanilloid receptor 1 (TRPV1); Q8NER1; TRPV1-expressing cells, Fluo-8 calcium influx, agonist mode; activation, % at 8.33 µM; hit rate 0.19% among 320,000; AID 540275; in the data active = activation above about 80%; inconclusive = between about 30% and that limit; also: 0% is about no effect
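Cells expressing TRPV1 were dye-loaded with Fluo-8 and read kinetically: 10 s baseline, 3 min after compound (agonist portion), then 2 min after EC20 capsaicin (allosteric enhancer portion). Calcium-bound dye fluorescence at 480/520 nm.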
Menin-MLL TR inh: displaces Texas Red mutant MLL peptide from human menin | hit rate 0.23% among 270,000 | Potency, µM (highest dose often 61.6 µM), without a hit: at the top dose FP activity change, negative = inhibition, usual class: inhibitors | Menin + Texas Red MLL mutant peptide, fluorescence polarization | O00255 | AID 1768; active = well fitted inhibition curve with a large enough effect in the polarisation, with a control signal flat, not every such curve was filed as active; inconclusive = small, poorly fitted or top-dose-only effect, or effect the other way, or a change in a side signal; inactive = no such curve, though single readings can be large or run the other way; the % refers to the polarisation; also: potency is read from the fitted curve at half-maximal effect; % of control where 0% means no effect; many of its hits are not listed in these tables
GALK inhibitor: inhibitors of human galactokinase; P51570; Purified GALK, Kinase-Glo residual ATP luminescence; Potency, µM (doses to about 57.5 µM), without a hit: at the highest dose activity change, negative = inhibition, actives largely listed as inhibitors; hit rate 0.007% among 270,000; also: potency is read from the fitted curve at half-maximal effect; % is scaled to controls: 0 for no effect and ±100 for the full control effect
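Compounds were pin-transferred into ATP buffer (35 uM final), then GALK plus galactose (5 nM, 100 uM final) was added. After 1 h at room temperature, Kinase-Glo Plus was added and luminescence read after 10 min.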
* = called active by the depositor; ? = inconclusive; . = not tested or not shown; & = joins results of further samples; [ ] = another dose, or the depositor's remark. Unless noted, calls follow the shape of the dose curve; as a rule, active = well fitted curve in the direction sought with a large enough effect; inconclusive = small, poorly fitted or top-dose-only effect, or another doubt; inactive = no such curve, though single readings can be large; an effect the other way counts as inactive or inconclusive. An excerpt (hit frequency here may not be typical).

SMILES	USP2a inh	B2AR arrestin	Giardia kill	CXXC DNA block	Coupling enz	PKM2 activator	KCNH2 3.1 inh	KCNH2 WT inh	TRPV1 ag	Menin-MLL TR inh	GALK inhibitor
CC(=O)Nc1ccc(NC(=O)C2CC(=O)Nc3ncnn32)cc1 (stereo unspecified)	5%	0.1%	-8	6%	5	0%	-2	-5	3	.	5%
CCc1ccc(NC(=O)c2cccc(NC3=NC4CS(=O)(=O)CC4S3)c2)cc1 (stereo unspecified)	1%	-0.3%	-20	.	-1	1%	1	-1	-1	-10%	.
O=C(CNC(=O)c1ccc(C(F)(F)F)cc1)NC1CC1	0%	-0.4%	1	.	.	.	-1	-2	.	.	.
O=C(CCNC(=O)c1ccccc1Cl)NCC1COc2ccccc2O1 (stereo unspecified)	-1%	-0.4%	10	.	.	.	-11	-2	0	.	.
C=CCn1cc(-c2ccccc2)cc(C#N)c1=O	2%	0.1%	-5	-1%	0	0%	-1	-1	-3	-6%	1%
CN(C)Cc1c(C(=O)N/N=C/c2ccoc2)nnn1-c1nonc1N	0%	-0.2%	20	-2%	2	-2%	-9	7	3	-1%	1%
O=C(CCC(=O)N1CCOCC1)NCCc1ccc(Cl)cc1Cl	5%	0.2%	19	-2%	-2	2%	7	3	3	4%	-3%
Cc1ccc(OCC(=O)c2c[nH]c3ccccc23)c([N+](=O)[O-])n1	-1%	-0.3%	-20	-5%	-3	0%	7	-3	-1	?	5%
COC(=O)c1ccc(NC(=O)c2ccccc2NS(C)(=O)=O)cc1	2%	-0.4%	-7	19%	5	2%	8	7	1	14%	0%
COC(=O)C1=CO[C@@H](O[C@@H]2O[C@H](CO)[C@@H](O)[C@H](O)[C@H]2O)C2C(CO)=CCC12 (stereo partly specified)	0%	-0.4%	-4&-1	.	0	.	5	3	.	3%	.
COc1ccc(-n2nc(C(=O)N3CCN(c4ccc(F)cc4)CC3)c3ccccc3c2=O)c(OC)c1	1%	-0.2%	-11	7%	-5	-2%	-10	3	0	?	0%
Cc1cc(C)c(S(=O)(=O)N2C=CC(C(F)(F)F)=NCC2)c(C)c1	-1%	0.2%	-3	-6%	-5	?	6	-7	4	2%	-1%
CC(C)Cn1c(-c2cc(Br)ccc2F)nc2c1c(=O)[nH]c(=O)n2CC(C)C	-2%	-1.0%	2	5%	4	1%	-9	-1	17	-8%	5%
Cc1ccc(NC(=S)N(CCC(C)C)C(C)c2ccncc2)c(Cl)c1 (stereo unspecified)	3%	0.4%	9	-26%	2	6%	8	-3	7	.	-1%
COc1ccc(NS(=O)(=O)c2cc(NC(=O)Cn3cnc4c3c(=O)n(C)c(=O)n4C)ccc2C)cc1	-1%	-0.2%	3	-1%	3	2%	-1	5	2	0%	1%
COc1ccc2[nH]c(C)c(CCNC(=S)Nc3cc(C)ccc3C)c2c1	1%	0.4%	-6	32%[activator]	1	-2%	9	-7	?	?	.
O=C(Cc1cccc2ccccc12)N/N=C/c1ccc2cccc(O)c2n1	3%	-0.6%	-5	-13%	-3	0%	-29	-21	-3	.	0%
CCOc1ccc(N(C(C)=O)c2nc(C)cc(C)c2C#N)cc1	1%	4.4%	-18	1%	3	0%	-18	1	-3	-9%	-2%
O=S(=O)(Nc1nc2ccccc2s1)c1ccc(Cl)s1	1%	0.0%	-7	-13%	8	1%	3	0	-1	?	-5%
Cc1ccc(OCCNC(=O)c2ccccc2SCC(=O)N2CCCC2)cc1	1%	0.1%	-13	.	.	.	9	-13	2	.	.
CCC1CCCCN1CCCNC(=O)CN1C(=O)COc2ccc(S(=O)(=O)N3CCOCC3)cc21 (stereo unspecified)	-2%	0.3%	-2	-2%	.	.	-12	1	2	.	-4%
Cn1cnc2c1c(=O)n(Cc1ccccc1)c(=O)n2C	-1%	-0.3%	-16	-7%	-3	7%	-1	1	2	-9%	1%
COC(=O)C1=C(C)N(Cc2ccccc2)C(=NCCc2c[nH]c3ccccc23)N[C@H]1c1cccc(F)c1	-12%	-0.1%	-16	.	.	.	2	-3	.	.	.
Cc1cccc(Nc2ncccc2C(=O)O)c1C	0%	-0.7%	7	11%&6%	0	-6%	-2	2	-2	15%&-4%	3%
Cc1noc(C)c1C(=O)Nc1sc(C)c(C)c1C#N	-1%	-0.7%	32[activator]	-4%	1	-4%	5	2	-3	?	0%

Part of the list above, set out differently:
SMILES | USP2a inh | B2AR arrestin | Giardia kill | CXXC DNA block | Coupling enz | PKM2 activator | KCNH2 3.1 inh | KCNH2 WT inh | TRPV1 ag | Menin-MLL TR inh | GALK inhibitor
O=C(CCC(=O)N1CCOCC1)NCCc1ccc(Cl)cc1Cl | 5% | 0.2% | 19 | -2% | -2 | 2% | 7 | 3 | 3 | 4% | -3%
Cc1ccc(OCC(=O)c2c[nH]c3ccccc23)c([N+](=O)[O-])n1 | -1% | -0.3% | -20 | -5% | -3 | 0% | 7 | -3 | -1 | ? | 5%
COC(=O)c1ccc(NC(=O)c2ccccc2NS(C)(=O)=O)cc1 | 2% | -0.4% | -7 | 19% | 5 | 2% | 8 | 7 | 1 | 14% | 0%
COC(=O)C1=CO[C@@H](O[C@@H]2O[C@H](CO)[C@@H](O)[C@H](O)[C@H]2O)C2C(CO)=CCC12 (stereo partly specified) | 0% | -0.4% | -4&-1 | . | 0 | . | 5 | 3 | . | 3% | .
COc1ccc(-n2nc(C(=O)N3CCN(c4ccc(F)cc4)CC3)c3ccccc3c2=O)c(OC)c1 | 1% | -0.2% | -11 | 7% | -5 | -2% | -10 | 3 | 0 | ? | 0%

More structures:
SMILES	USP2a inh	B2AR arrestin	Giardia kill	CXXC DNA block	Coupling enz	PKM2 activator	KCNH2 3.1 inh	KCNH2 WT inh	TRPV1 ag	Menin-MLL TR inh	GALK inhibitor
O=C(/C=C/c1ccc(S(=O)(=O)NCc2ccco2)cc1)NCc1cccc(Cl)c1	2%	-0.3%	-13	5%	0	-3%	-14	-4	4	16%	-1%
CCNC(=O)CN1C(=O)NC(Cc2ccccc2)(Cc2ccccc2)C1=O	3%	-0.2%	-21	14%	1	6%	-3	-30	-1	1%	0%
CC(=O)c1c(C(C)=O)c(C)n(-c2cccc3cccnc23)c1C	-1%	0.2%	0	-1%	-8	1%	-17	0	-1	2%	3%
COc1ccc(CCC(=O)Nc2cc([N+](=O)[O-])ccc2OC)cc1	1%	0.7%	-2	3%	1	4%	-10	-10	-2	?	.
COc1cc(NC(=O)c2cc(-c3cccc(O)c3)on2)cc(OC)c1OC	2%	-0.2%	26	-1%	-2	-11%	12	-9	.	8%[11.7 µM]	1%
CCOc1ccc(C(=O)NCC(=O)N2CC=C(c3ccccc3)CC2)cc1OCC	4%	0.2%	12	.	.	.	-2	8	20	.	.
CCOC(=O)[C@@H]1[C@H]2COc3ccccc3[C@@H]2N2C(=O)N(c3ccc(C)cc3)C(=O)[C@@]12C	1%	-0.2%	44[activator]	.	.	.	0	9	.	.	.
O=C(Nc1nc2ccccc2s1)c1cnccn1	1%	-0.2%	-13	-5%	0	-41%	-13	-5	11	-4%	3%
O=C1c2ccncc2C(=O)N1C1CCCCC1	8%	-0.1%	6	-4%	0	1%	1	6	3	-14%	-1%
COC(=O)C1=C(C)Nc2ncnn2C1c1ccco1 (stereo unspecified)	-10%	-0.1%	-8	7%	2	-2%	5	0	0	24%	2%
O=C1NC2(CCC3(CC2)OCCO3)NN1c1ccccc1	0%	-0.3%	2	0%	5	.	0	-5	1	-14%	9%

Quoted at random: two records from the list.
SMILES	USP2a inh	B2AR arrestin	Giardia kill	CXXC DNA block	Coupling enz	PKM2 activator	KCNH2 3.1 inh	KCNH2 WT inh	TRPV1 ag	Menin-MLL TR inh	GALK inhibitor
CCOc1ccc(C(=O)NCC(=O)N2CC=C(c3ccccc3)CC2)cc1OCC	4%	0.2%	12	.	.	.	-2	8	20	.	.
O=C(Nc1nc2ccccc2s1)c1cnccn1	1%	-0.2%	-13	-5%	0	-41%	-13	-5	11	-4%	3%

High-throughput results (PubChem)
